S aureus QS inh: inhibitors of bacterial quorum sensing in S. aureus. S. aureus RN6390 RNAIII-GFP reporter, AIP-induced, flow cytometry 3 h. inhibition, % at 2 µM. 0.3% of 24,000 active. AID 527;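 active means share of bacteria positive for the green fluorescent reporter and its mean brightness both inhibited by 50% or more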;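 further: 0% = AIP-stimulated control and 100% = unstimulated bacteria without AIP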
S aureus QS inh GFP MFI %: also measured in S aureus QS inh; calls as there; inhibition, %; measured here: inhibition of GFP MFI
The depositor's hits bear a star. The list is partial; count on the stated rates, not on these rows.

Second line of a record: S aureus QS inh | S aureus QS inh GFP MFI %
CC(=O)N1c2c(cc(Br)cc2S(=O)(=O)NCc2ccc3c(c2)OCO3)CC1C (centres undefined)
 : -0.3 | 12.3
Cc1ccccc1-c1nnc(SCc2ccccc2F)o1
 : -4.0 | -24.0
CCOC(=O)NC(=O)CSc1nc2ccc(OCC)cc2[nH]1
 : -1.4 | -1.5
COc1cccc(OC)c1/C(O)=C(\C#N)c1nc2ccccc2[nH]1
 : -6.4 | -31.6
Cc1ccc(C)c(C(=O)NC2CC(C)(C)NC(C)(C)C2)c1
 : -0.2 | 14.0
COc1cccc(N2CCN(c3ncnc4c3[nH]c3ccc(F)cc34)CC2C)c1 (centres undefined)
 : 17.3 | 42.1
O=C(Nc1ccc2c(c1)OCCO2)C1CCN(S(=O)(=O)c2cccs2)CC1
 : -5.9 | -6.2
O=C(Cn1cnc2c(nnn2Cc2ccc(F)cc2)c1=O)N1CCCc2ccccc21
 : 3.2 | 12.5
CN1CCN(CCNC(=O)c2cc3c(=O)n(C)c4ccccc4c3n2C)CC1
 : 4.9 | 20.0
COc1ccc(-n2nc(C(=O)NCc3ccco3)c3c4ccccc4n(C)c3c2=O)cc1
 : -1.9 | -19.1
COc1ccc(NC(=O)CSc2nc3c(c(=O)n2-c2ccc(C)cc2)SCC3)c(OC)c1
 : -0.5 | -11.3
COc1ccc2ccccc2c1CN1CCCC(CO)C1 (centres undefined)
 : -1.3 | -7.9
COc1cc(NC(=O)c2ccc(COCC(F)(F)F)o2)cc(OC)c1OC
 : 2.5 | 8.4
CC(NC(=O)c1cn(C)c2ccc(S(=O)(=O)N3CCCC3)cc2c1=O)c1ccc2c(c1)OCCO2 (centres undefined)
 : -1.1 | -12.7
O=C(NCCCN1CCCC1=O)c1cccc(N2CCCC2=O)c1
 : -3.8 | -3.9
Cc1c(C(=O)N2CCN(C)CC2)oc2ccc(S(=O)(=O)N3CCOCC3)cc12
 : 7.1 | 9.4
CCOC(=O)C1CCN(CC(=O)Nc2c(C(=O)OC)[nH]c3ccc(Cl)cc23)CC1
 : 3.1 | 12.0
CCCS(=O)(=O)N1CCCC(C(=O)NCc2ccc3c(c2)OCO3)C1 (centres undefined)
 : 4.6 | 10.6
CCCCN(C)CCCNC(=O)C1CC(=O)N(Cc2ccc(OC)cc2)C1 (centres undefined)
 : -2.1 | -12.1
COC(=O)c1c(NC(=O)c2ccc(S(=O)(=O)N3CCOCC3)cc2)sc2c1CCN(C)C2
 : -1.9 | -5.4
C=CCN(CC=C)C(=O)Nc1cc(Cl)ccc1OC
 : -0.4 | -6.4
Cc1cccc(C)c1OCC(=O)Nc1oc(-c2ccccc2)c(-c2ccccc2)c1C#N
 : -0.2 | 10.7
Cc1ccccc1NC(=O)C1CCN(c2cnccn2)CC1
 : -2.0 | -16.3
CCOC(=O)CC1(CC(=O)OCC)NC(=O)c2c(C)sc(C(=O)OCC)c2N1
 : 4.3 | 25.6

Individual results from the list:
`O=C(Cn1cnc2c(nnn2Cc2ccc(F)cc2)c1=O)N1CCCc2ccccc21` in S aureus QS inh GFP MFI % is listed with 12.5
`CCOC(=O)NC(=O)CSc1nc2ccc(OCC)cc2[nH]1` in S aureus QS inh GFP MFI % is listed with -1.5
`O=C(NCCCN1CCCC1=O)c1cccc(N2CCCC2=O)c1` in S aureus QS inh GFP MFI % is listed with -3.9
`COc1cccc(OC)c1/C(O)=C(\C#N)c1nc2ccccc2[nH]1` in S aureus QS inh is listed with -6.4
`COC(=O)c1c(NC(=O)c2ccc(S(=O)(=O)N3CCOCC3)cc2)sc2c1CCN(C)C2` in S aureus QS inh GFP MFI % is listed with -5.4

Filtered by structure, those above with an NH in an aromatic ring (4)
Second line of a record: S aureus QS inh | S aureus QS inh GFP MFI %
CCOC(=O)NC(=O)CSc1nc2ccc(OCC)cc2[nH]1
 : -1.4 | -1.5
COc1cccc(OC)c1/C(O)=C(\C#N)c1nc2ccccc2[nH]1
 : -6.4 | -31.6
COc1cccc(N2CCN(c3ncnc4c3[nH]c3ccc(F)cc34)CC2C)c1 (centres undefined)
 : 17.3 | 42.1
CCOC(=O)C1CCN(CC(=O)Nc2c(C(=O)OC)[nH]c3ccc(Cl)cc23)CC1
 : 3.1 | 12.0

Full records, quoted from the list.
COc1cc(NC(=O)c2ccc(COCC(F)(F)F)o2)cc(OC)c1OC across the screens: S aureus QS inh = 2.5; S aureus QS inh GFP MFI % = 8.4
CCCCN(C)CCCNC(=O)C1CC(=O)N(Cc2ccc(OC)cc2)C1 (centres undefined) across the screens: S aureus QS inh = -2.1; S aureus QS inh GFP MFI % = -12.1

Screening data deposited in PubChem by NMMLSC.
